TMEM16A act = mouse TMEM16A channel activation, primary screen; hit rate 0.3% among 340,000; HEK293 TMEM16A/YFP-H148Q/I152L, iodide quench fluorescence; hits give low values; Q8BHY3; AID 623877; B-score at 10 µM;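 active = fluorescence-ratio B-score plate-corrected deviation score at least 3 library SD below zero, with starting fluorescence score within 5 deviations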;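 also: channel opened by trigger with iodide after compound preincubation; score built on the fluorescence ratio of max minus min over baseline; more negative score means more quench and so TMEM16A activation or potentiation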
Target sequence (Q8BHY3 whole entry, looked up): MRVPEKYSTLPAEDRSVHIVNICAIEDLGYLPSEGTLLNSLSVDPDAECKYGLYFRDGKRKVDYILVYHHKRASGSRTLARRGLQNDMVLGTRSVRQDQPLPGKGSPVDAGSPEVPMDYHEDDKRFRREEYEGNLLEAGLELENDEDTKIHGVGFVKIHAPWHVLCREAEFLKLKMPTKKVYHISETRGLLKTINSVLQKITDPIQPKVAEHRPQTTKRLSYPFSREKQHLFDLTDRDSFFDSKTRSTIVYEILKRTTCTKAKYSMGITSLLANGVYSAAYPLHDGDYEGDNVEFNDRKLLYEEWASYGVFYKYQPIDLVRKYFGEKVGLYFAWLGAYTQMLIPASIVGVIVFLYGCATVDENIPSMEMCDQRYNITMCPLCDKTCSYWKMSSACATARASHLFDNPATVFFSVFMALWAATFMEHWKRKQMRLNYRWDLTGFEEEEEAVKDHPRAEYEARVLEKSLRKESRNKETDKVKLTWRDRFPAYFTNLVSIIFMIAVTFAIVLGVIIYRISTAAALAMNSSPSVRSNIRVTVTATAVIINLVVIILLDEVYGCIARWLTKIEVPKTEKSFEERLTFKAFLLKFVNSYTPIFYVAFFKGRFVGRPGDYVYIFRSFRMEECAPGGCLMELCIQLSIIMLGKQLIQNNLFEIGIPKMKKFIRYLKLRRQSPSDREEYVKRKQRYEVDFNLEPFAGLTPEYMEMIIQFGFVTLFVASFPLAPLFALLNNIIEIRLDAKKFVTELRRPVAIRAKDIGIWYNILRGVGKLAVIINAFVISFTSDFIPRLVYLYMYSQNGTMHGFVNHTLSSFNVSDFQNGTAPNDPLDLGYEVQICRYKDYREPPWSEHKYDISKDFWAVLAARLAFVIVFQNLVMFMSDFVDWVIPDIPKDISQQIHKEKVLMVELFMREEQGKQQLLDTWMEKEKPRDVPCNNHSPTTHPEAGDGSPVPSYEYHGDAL
TRPC4 act = opens the mouse TRPC4 cation channel; AID 2237; HEK293 TRPC4beta/mu-opioid, Fluo4 calcium fluorescence; hits give high values; B-score at 10 µM; hit rate 0.49% among 310,000;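 active = B-score above 5 SD of library B-scores, and initial fluorescence ratio not above library mean plus 5 SD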;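 also: positive B-score marks a calcium rise read as TRPC4 activation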
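Assay system: HEK293 stable line with TRPC4beta plus mu-opioid receptor; schedule: 45 min room-temperature Fluo4 loading, 110 s read; technique: kinetic Fluo4 calcium fluorescence; evaluation: integrated baseline-normalised fluorescence ratio, converted to per-well B score; controls: buffer (low) and maximal DAMGO (high)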
TRPC6 inh = inhibitors of mouse TRPC6 channel. Q61143. HEK293-TRPC6, membrane potential dye, ACh-evoked depolarization; hits give low values. B-score at 10 µM. hit rate 1.1% among 310,000. AID 2553;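 active = B-score under library mean minus 3 SD, initial fluorescence not abnormally high, positive integrated signal ratio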;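 also: B-score derived from integrated fluorescence ratio over the kinetic read; more negative B-score means stronger inhibition of depolarization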
TRPC4 potent = allosteric potentiators of mouse TRPC4 channel; Q9QUQ5; HEK293 TRPC4beta/mu-opioid, DAMGO EC20, Fluo-4 Ca2+ flux; hits give high values; B-score at 10 µM; hit rate 0.42% among 310,000; AID 2227;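 active = B-score of calcium response area above 5 SD of library B-scores, with initial fluorescence ratio within 5 SD of library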;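 also: B-score of integrated fluorescence ratio over time as area under calcium response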
TRPC4 inh = blocks the mouse TRPC4 cation channel. B-score at 10 µM. hit rate 0.39% among 300,000. AID 2247. Q9QUQ5. HEK293 TRPC4beta/mu-opioid, DAMGO-evoked Fluo4 calcium flux; hits give low values;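 active = B-score over 3 SD under the library average, no early fluorescence shift, positive overall ratio signal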
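System: stable TRPC4beta/mu-opioid receptor HEK293 cells; Dosing: single-point compound dosing; Measured by: Fluo4 Ca2+ flux fluorescence; Read-out basis: per-well B score of integrated baseline-normalized Fluo4 ratio.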
RGS4 inh = human RGS4 inhibition. HEK293 M3R/RGS4 inducible, Fluo-4 calcium flux; hits give high values; triggered by carbachol at its EC20. B-score at 10 µM. hit rate 0.45% among 310,000. AID 463165;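 active = B-score, a plate-corrected calcium signal, over three deviations above library mean, with baseline fluorescence within five deviations of library mean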;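 also: RGS4 expression induced by doxycycline in cells with stable M3 receptor; B-score is computed from the integrated fluorescence ratio over baseline after carbachol; higher B-score means a larger calcium signal and so more RGS4 inhibition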
ANO1 block = blocks the mouse calcium-activated chloride channel TMEM16A; normalized B-score (activity score, 25-100; higher = stronger inhibition) at 10 µM; hit rate 1.2% among 310,000; HEK293 TMEM16A/YFP iodide influx fluorescence, ionomycin;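 active = ratio plate-corrected score three or more library SD toward inhibition, starting fluorescence score within five deviations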;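 also: score derived from kinetic fluorescence span divided by baseline fluorescence per well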
MrgX1 antagonist = antagonists of human MrgX1 receptor. Q96LB2. MRGX1-HEK293 calcium flux, Fluo-4, BAM8-22 antagonism; hits give low values. B-score at 10 µM. hit rate 1.3% among 310,000. AID 588676;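 active = calcium-response B-score plate-corrected more than 3 library SD below zero, starting fluorescence within 5 deviations, no agonist response on first addition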;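 also: peak minus trough fluorescence over baseline after final BAM8-22 challenge near maximal dose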
MrgX1 PAM = human MrgX1 positive allosteric modulation, primary screen | Q96LB2 | MrgX1-HEK293, Fluo-4 calcium flux, FDSS; hits give high values | B-score at 10 µM | hit rate 0.63% among 310,000 | AID 588675;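 active = plate-corrected calcium response at least 3 library SD above typical, normal starting fluorescence, not activating the receptor alone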;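 also: compound read alongside a low EC10 to EC30 dose of BAM8-22 agonist; peak minus trough fluorescence over baseline measured at the second addition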
MrgX1 agonist = human MrgX1 receptor agonism, primary screen; MrgX1-HEK293 cells, Fluo-4 calcium fluorescence, agonist mode; hits give high values; AID 588627; Q96LB2; hit rate 0.44% among 310,000; B-score at 10 µM;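 active = calcium response B-score plate-corrected fluorescence ratio at least 3 library SD, with starting fluorescence B-score inside 5 SD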
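Material: MrgX1-expressing HEK293 cells / Dosing: compound as first of three additions / Incubation: overnight seeding, then 1 h dark dye loading / Signal: Fluo-4 NW calcium fluorescence / Evaluation: B-scored fluorescence response ratio / Benchmarks: positive and negative control wells on each plate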
TRPC6 activator = mouse TRPC6 channel activation; hit rate 0.13% among 310,000; HEK293-TRPC6 membrane potential dye fluorescence; hits give high values; B-score at 10 µM;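 active = B-score of the integrated fluorescence ratio above library mean plus 3 SD, and starting fluorescence ratio within library mean plus 5 SD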;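 also: higher score means more depolarization so channel activation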
* = called active by the depositor; i = inactive; / = not tested or not shown.

molecule	TMEM16A act	TRPC4 act	TRPC6 inh	TRPC4 potent	TRPC4 inh	RGS4 inh	ANO1 block	MrgX1 antagonist	MrgX1 PAM	MrgX1 agonist	TRPC6 activator
COc1cccc(C2=CC(c3cccc(OC)c3OC(F)F)n3nnnc3N2)c1 (stereo not given)	i	i	i	i	i	i	100*	i	i	i	i
Nn1c(SCC(=O)NC2CCCCC2)nnc1C1CC1	i	i	i	i	i	i	i	i	i	i	i
C=CCNc1nc(Nc2ccccc2F)nc(OCC)n1	i	i	i	i	i	i	i	i	i	i	i
O=S(=O)(c1cccs1)N1CCC(CO)(Cc2ccc(Cl)cc2)CC1	i	i	i	i	i	i	i	i	i	i	i
CCOC(=O)CC(NC(=O)C(CC)c1ccccc1)c1ccccc1Cl (stereo not given)	i	i	i	i	i	i	i	i	i	i	i
O=C(/C=C/c1cccs1)N1CCCC1	i	i	i	i	i	i	i	i	i	i	i
Cc1ccc(S(=O)(=O)NCCC(=O)Nc2ccncc2)cc1C	i	i	i	i	i	i	i	i	i	i	i
O=[N+]([O-])c1cc([N+](=O)[O-])c2c(=Nc3ccccc3)n(-c3ccccc3)n(O)c2c1	i	i	-7.2*	i	i	i	i	i	i	i	i
CC(=O)Nc1ccc(S(=O)(=O)N(C#N)c2nc(N(C)C)nc(N(C)C)n2)cc1	i	i	i	i	i	i	i	i	i	i	i
CC(C)c1ccc(N2C(=O)CC(Sc3ncccn3)C2=O)cc1 (stereo not given)	i	i	i	i	i	i	i	i	i	i	i
COc1cc(S(=O)(=O)N2CCC(C(N)=O)CC2)c(C)cc1C	i	i	i	i	i	i	i	i	i	i	i
CCOC(=O)c1c(NC(=O)COc2cccc3c2CCN(CC)C3=O)sc2c1CCC2	i	i	i	i	i	i	i	i	i	i	i
CCOC(=O)c1ccc(NC(=S)N(CCCN2CCN(CC)CC2)Cc2cccs2)cc1	i	i	i	i	i	i	i	i	i	i	i
Cc1ccc(-c2csc(NC(=O)CN3CC(C)OC(C)C3)n2)cc1 (stereo not given)	i	i	i	i	i	i	i	i	i	i	i
COC(=O)c1ccccc1NC(=O)CS(=O)(=O)Cc1nc(-c2ccc(C)cc2)oc1C	i	i	i	i	i	i	i	i	i	i	i
C=CC#CC1(O)CC(C)N(C)CC1C (stereo not given)	i	i	i	i	i	i	i	i	i	i	i
Cc1onc(-c2c(Cl)cccc2Cl)c1COC(=O)c1ccc([N+](=O)[O-])cc1	i	i	i	i	i	i	i	i	i	i	i
CCCNC(=O)N(C)c1nncnc1C(=O)NC	i	i	i	i	i	i	i	i	i	i	i
COc1cccc(C(=O)NCC(=O)OCc2ccc(F)cc2Cl)c1	i	i	i	i	i	i	i	i	i	i	i
CO/N=C(/CS(=O)c1ccc(Br)cc1)c1ccc(OC)cc1 (stereo not given)	i	i	i	i	i	i	i	i	i	i	i
COc1ccc(-n2nc3c(N4CCC(C(=O)NCc5ccccc5)CC4)nnc(C)c3c2C)cc1	i	i	i	i	i	i	i	i	i	i	i
Cc1nc2ncnn2c(N2CCC(C(=O)NCC3CCCO3)CC2)c1Cc1ccccc1 (stereo not given)	i	/	/	/	/	/	i	i	i	i	/
COc1cccc(C2c3c(oc4ccc(Cl)cc4c3=O)C(=O)N2c2cc(C)on2)c1OC (stereo not given)	i	i	i	i	i	i	i	i	i	i	i
Cc1cc(C)c(S(=O)(=O)c2ccccc2)c(OC(=O)c2c(Cl)cccc2Cl)n1	i	i	i	i	i	i	i	i	i	i	i
c1cncc(C(c2nnnn2C2CCCCC2)N2CCCCC2)c1 (stereo not given)	i	i	i	i	i	i	i	i	i	i	i
COc1cc(S(=O)(=O)N2CCCCC2)ccc1NC=O	i	i	i	i	i	i	i	i	i	i	i
COC(=O)Cc1c(C(=O)OC)nnn1-c1cccc(C(F)(F)F)c1	i	i	i	i	i	i	i	i	i	i	i
Cc1cccc(NCc2ccc(Br)cc2)n1	i	i	i	i	i	i	i	i	i	i	i
CCOC(=O)[C@@H]1[C@H]2COc3ccc(Br)cc3[C@H]2N2C(=O)N(c3ccc(Cl)cc3)C(=O)[C@@]12C	/	i	i	i	i	i	i	i	i	i	i
COc1ccc(CN(C)C(=O)C23CC4CC(CC(Cl)(C4)C2)C3)c(OC)c1OC	i	i	i	i	i	i	i	i	i	i	i
CC(C)CN(C(=O)COC(=O)CSc1ccc([N+](=O)[O-])cc1)C1CCS(=O)(=O)C1 (stereo not given)	i	i	i	i	i	i	i	i	i	i	i
O=C(N/C(=C\c1ccc(Br)cc1)C(=O)N1CCCC1)c1ccccc1F	i	i	i	i	i	i	i	i	i	i	i
COc1ccc(NC(=O)NNC(=O)c2ccc(-c3ccccc3)cc2)c(OC)c1	i	i	i	i	i	i	i	i	i	i	i
Cc1ccc(NC(=O)C(=O)NCc2ccc(/C=N/NC(=O)c3c(C)nc4ccccn34)o2)cc1	i	i	i	i	i	i	i	i	i	i	i
COc1ccccc1N1CCN(C(=O)c2cccc(NC3=NC4CS(=O)(=O)CC4S3)c2)CC1 (stereo not given)	i	i	i	i	i	i	i	i	i	i	i
COCCOC(=O)c1c(NC(=O)CNC2CCCc3ccccc32)sc(C(N)=O)c1C (stereo not given)	i	i	i	i	i	i	i	i	i	i	i
CCOC(=O)c1ccc(NC(=O)c2nc[nH]c2C(=O)N2CCc3ccccc3C2)cc1	i	i	i	i	i	i	i	i	i	i	i
Cc1cccc(/C=N/n2c(C3CCCCC3)n[nH]c2=S)c1	i	i	i	i	i	i	i	i	i	i	i
O=C(/C=C/c1ccc(Cl)c(Cl)c1)Nc1cccnc1	i	i	i	i	i	i	i	i	i	i	i
O=C(COC(=O)c1c[nH]c(=O)[nH]c1=O)Nc1ccccc1Br	i	i	i	i	i	i	i	i	i	i	i
CCOC(=O)NC1(Nc2cccc(Cl)c2)Oc2ccccc2O1	i	/	/	/	/	/	i	i	i	i	/
CCCNC(=O)c1cc2c3ccccc3n(C)c2s1	i	i	i	i	i	i	i	i	i	i	i
CCCCc1c(O)nc(SCC(=O)N2CCOCC2)n(-c2ccccc2OC)c1=O	i	i	i	i	i	i	i	i	i	i	i
CN(C)c1nc(N)nc(N(c2ccccc2)c2ccccc2)n1	i	i	i	i	i	i	i	i	7.4*	i	i
Cc1cccc2c1cnn2C(=O)CCC(=O)NCC(C)c1ccccc1 (stereo not given)	i	i	i	i	i	i	i	i	i	i	i
CCCCCCC(=O)N/N=C/Cc1ccccc1	i	i	i	i	i	i	i	i	i	i	i
COc1ccc(CNC(=O)c2cnn3c(C(F)F)cc(C)nc23)cc1	i	i	i	i	i	i	i	i	i	i	i
CCCOc1ccccc1C1CC(=O)NC2=C1C(=O)CCC2 (stereo not given)	i	i	i	i	i	i	i	i	i	i	i
CCSc1nc2ccccc2c(=O)n1C1CCOC(C)(C)C1 (stereo not given)	i	i	i	i	i	i	i	i	i	i	i
Cc1ccc(/C=N/N(C)C2=NS(=O)(=O)c3ccccc32)cc1	i	i	i	i	i	i	i	i	i	i	i
Cc1nc(CC(=O)N2CCN(c3cccc(C)c3C)CC2)cs1	i	i	i	i	i	i	i	i	i	i	i
COc1cccc(C(=O)Nc2nc(-c3ccncc3)cs2)c1	i	i	i	i	i	i	i	i	i	i	i
CCOC(=O)CSc1nc2sc3c(c2c(=O)[nH]1)CC(C)(C)OC3	i	i	i	i	i	i	i	i	i	i	i
CCOc1ccc(Nc2nc3ccccc3n3cnnc23)cc1	i	i	i	i	i	i	i	i	i	i	i
CCC(CC)C(=O)Nc1cc(C(=O)OC)ccc1C(=O)OC	i	i	i	i	i	i	i	i	i	i	i
COc1ccc(/C=N/n2c(=O)[nH]c3c([nH]c4ccc(F)cc43)c2=O)cc1CN1CCCCC1	i	i	i	i	i	i	i	i	i	i	i
Cc1cc(C)c(S(=O)(=O)N2CCN(C(=O)C(C)Cn3cncn3)CC2)c(C)c1 (stereo not given)	i	i	i	i	i	i	i	i	i	i	i
O=C(Cn1ncc2c(=O)oc3ccccc3c21)NCC1CCCO1 (stereo not given)	i	i	i	i	i	i	i	i	i	i	i
Cc1cccc(N2CCN(c3nc4nonc4nc3N3CCSCC3)CC2)n1	i	i	i	i	i	i	i	i	i	i	i
O=C1C(Nc2ccc(O)cc2)=C/C(=N/S(=O)(=O)c2cccs2)c2ccccc21	i	i	i	i	i	i	/	/	/	/	i

Complete entries, looked up by structure.
Entry for Cc1cc(C)c(S(=O)(=O)N2CCN(C(=O)C(C)Cn3cncn3)CC2)c(C)c1 (stereo not given) → TMEM16A act: i; TRPC4 act: i; TRPC6 inh: i; TRPC4 potent: i; TRPC4 inh: i; RGS4 inh: i; ANO1 block: i; MrgX1 antagonist: i; MrgX1 PAM: i; MrgX1 agonist: i; TRPC6 activator: i
Entry for COc1cccc(C(=O)Nc2nc(-c3ccncc3)cs2)c1 → TMEM16A act: i; TRPC4 act: i; TRPC6 inh: i; TRPC4 potent: i; TRPC4 inh: i; RGS4 inh: i; ANO1 block: i; MrgX1 antagonist: i; MrgX1 PAM: i; MrgX1 agonist: i; TRPC6 activator: i

Next compounds.
molecule	TMEM16A act	TRPC4 act	TRPC6 inh	TRPC4 potent	TRPC4 inh	RGS4 inh	ANO1 block	MrgX1 antagonist	MrgX1 PAM	MrgX1 agonist	TRPC6 activator
C=CCn1c(NCc2ccc3c(c2)OCO3)nc2ccccc21	i	i	i	i	i	i	i	i	i	i	i
CC(=O)N1CCN(Cc2nc3ccc(Cl)cc3n2CCO)CC1	i	i	i	i	i	i	i	i	i	i	i
COc1ccc(CN2CCCN(C)CC2)c(OC)c1C	i	i	i	i	i	i	i	i	i	i	i
COc1ccc(CN2c3cc(S(=O)(=O)N4CCOCC4)ccc3N3CCCC32)cc1 (stereo not given)	i	i	i	i	i	i	i	i	i	i	i
O=C(NC1CC1)c1ccc(CN(c2ccccc2)S(=O)(=O)c2ccccc2)cc1	i	i	i	i	i	i	i	i	i	i	i
Cc1cccc(C)c1NC(=O)NC1CC2CCC(C1)N2Cc1cccs1 (stereo not given)	i	i	i	i	i	i	i	-7.5*	i	i	i
